# FadD28 FP inh = M. tuberculosis FadD28 bisubstrate binding inhibition. inhibition, % at 12.5 µM. AID 588549. 360,000 compounds, 0.22% hits. FadD28 bisubstrate probe binding, fluorescence polarization; in the data active = inhibition above about 8.5%, passing the limit was not always enough; inconclusive = no clear call, values can overlap the other calls
# BoNT-A LC inh2 = inhibitors of Botulinum neurotoxin A light chain protease; 360,000 compounds, 0.17% hits; multiplex microsphere protease substrate cleavage, flow cytometry; AID 588499; inhibition, % at 10 µM; in the data active = inhibition above about 30%; inconclusive = no clear call, values can overlap the other calls; also: plate controls were buffer without enzyme for full effect and enzyme alone for no effect
# BoNT-F LC inh = BoNT F light chain protease inhibition | Multiplex microsphere protease cleavage assay, flow cytometry | inhibition, % at 10 µM | 360,000 compounds, 0.22% hits | AID 588497; in the data active = inhibition above about 35%, passing the limit was not always enough; inconclusive = no clear call, values can overlap the other calls; also: plate controls were buffer without enzyme for full effect and enzyme alone for no effect
# Mtb UGM inh = Mtb UDP-galactopyranose mutase inhibition. P9WIQ1. purified UGM, fluorescence polarization probe displacement. inhibition, % at 10 µM. 320,000 compounds, 0.06% hits. AID 504406; in the data active = inhibition above about 10%, passing the limit was not always enough; inconclusive = no clear call, values can overlap the other calls
# Target sequence (P9WIQ1 whole entry, looked up): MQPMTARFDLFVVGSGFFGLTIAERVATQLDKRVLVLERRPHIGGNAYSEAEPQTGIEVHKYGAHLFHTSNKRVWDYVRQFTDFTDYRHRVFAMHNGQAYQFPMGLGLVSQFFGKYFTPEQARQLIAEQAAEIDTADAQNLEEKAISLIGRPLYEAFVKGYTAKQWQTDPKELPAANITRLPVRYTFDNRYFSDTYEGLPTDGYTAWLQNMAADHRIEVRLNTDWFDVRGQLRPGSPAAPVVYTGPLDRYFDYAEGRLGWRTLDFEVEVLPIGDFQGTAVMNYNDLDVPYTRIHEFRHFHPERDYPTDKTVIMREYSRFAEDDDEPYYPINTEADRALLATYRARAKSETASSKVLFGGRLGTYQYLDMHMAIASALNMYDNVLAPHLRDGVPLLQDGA
# PrPC TRFRET = cell surface PrPC inhibition, primary TR-FRET screen | 370,000 compounds, 0.43% hits | inhibition, % at 13.8 µM | TR-FRET read-out; in the data active = inhibition above about 24%; also: 0% = median of the test wells and 100% = reference compound wells
# CCHFV vOTU inh = blocks the CCHF virus ovarian tumor domain protease. inhibition, % at 11.5 µM. AID 651958. CCHFV vOTU protease, Pep-AMC fluorescence. 370,000 compounds, 0.55% hits; also: 0% = vehicle wells with enzyme and 100% = no enzyme wells
# Mtb FBA inh = inhibits M. tuberculosis FBA enzyme; purified M. tuberculosis FBA, fluorescence read-out; 360,000 compounds, 2.3% hits; inhibition, % at 1 µM; P9WQA3; in the data active = inhibition above about 27%;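 also: 0% = vehicle and 100% = reference inhibitor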
# Target sequence (P9WQA3 whole entry, looked up): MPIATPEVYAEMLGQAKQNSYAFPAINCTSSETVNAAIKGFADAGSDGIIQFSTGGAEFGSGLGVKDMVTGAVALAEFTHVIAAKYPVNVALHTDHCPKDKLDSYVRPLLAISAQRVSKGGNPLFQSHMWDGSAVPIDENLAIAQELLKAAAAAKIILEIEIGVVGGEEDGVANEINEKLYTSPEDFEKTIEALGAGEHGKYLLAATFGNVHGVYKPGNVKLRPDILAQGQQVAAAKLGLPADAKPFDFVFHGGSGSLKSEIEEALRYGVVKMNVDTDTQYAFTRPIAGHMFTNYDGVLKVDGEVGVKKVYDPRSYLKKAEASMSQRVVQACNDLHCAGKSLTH
# GDH-TPI counter = GDH-TPI coupled enzyme inhibition counter-screen; GDH-TPI coupled enzyme counterscreen, NADH absorbance; inhibition, % at 4.8 µM; 360,000 compounds, 1.2% hits;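 also: 0% = DMSO wells and 100% = wells lacking the enzyme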
# Mtb BioA inh = blocks M. tuberculosis BioA enzyme activity | purified M. tuberculosis BioA enzyme, plate reader | inhibition, % at 9.99 µM | 360,000 compounds, 0.096% hits | AID 602481; in the data active = inhibition above about 40%; inconclusive = no clear call, values can overlap the other calls
# Active calls of the source: *; u = inconclusive; x = not tested or not shown; + = active, no number. Rule as the data show it, unless noted: active = inhibition above about 30%; inactive = the rest.
SMILES,FadD28 FP inh,BoNT-A LC inh2,BoNT-F LC inh,Mtb UGM inh,PrPC TRFRET,CCHFV vOTU inh,Mtb FBA inh,GDH-TPI counter,Mtb BioA inh
CC(C)c1ccc(NC2CCCN(C(=O)c3cc(C(C)C)[nH]n3)C2)cc1 (configuration not stated),1.0,-0.6,-5,x,7,19,3,-6,-1.9
Cc1ccc(SCC(=O)NCCSC(C)(C)C)cc1,0.5,-0.1,-15,0.0,-6,8,11,-1,0.1
Cc1cccc(C)c1NC(=O)CSc1nc(C2CC2)nc2ccccc12,-2.5,-1.9,-5,0.4,-2,1,1,-4,0.5
Cc1ccc(NCC(=O)N/N=C/c2cccc(Br)c2)cc1,-1.4,-0.9,-3,0.4,0,10,-2,1,-1.7
COc1ccc(C(=O)N2CCN(Cc3ccccc3C)CC2)cc1OC,-0.8,-0.3,-17,3.5,0,-2,6,-12,1.3
CC(=O)c1cccc(NC(=O)CN2C=NS(=O)(=O)c3ccc(C)cc32)c1,-5.6,1.1,-1,-0.5,6,11,0,-6,-0.7
CCOC(=O)CSc1n[nH]c(-c2cccnc2)n1,-3.2,0.9,0,-0.7,3,-7,-4,7,2.3
CC(=O)NC(C)c1cc(Cl)c2cccnc2c1O (configuration not stated),-1.0,0.4,-7,0.7,3,2,-2,17,-2.5
Cc1c(N)c(C)c([N+](=O)[O-])c(C)c1[N+](=O)[O-],-4.7,0.6,-3,1.6,5,7,1,-2,x
CC1CCN(C(=O)CSCC(=O)O)CC1,-2.4,-0.5,-10,-1.1,2,-2,150*,-8,x
Cc1nn(C)c(Oc2cccc(Cl)c2)c1C(=O)O,-0.1,-0.6,-14,0.9,-4,-12,1,1,-1.5
O=C(Nc1cccc(Cl)c1)C1=CC=CN2CCS(=O)(=O)N=C12,-1.7,0.2,-1,-2.0,-11,8,0,30,-0.9
CCC(Sc1ncccc1C(=O)OC(C)C)C(=O)NCc1ccco1 (configuration not stated),0.0,0.8,5,-2.7,-7,-4,3,1,x
CC(=O)Nc1ccc(S(=O)(=O)N2CCCN(c3nc(C)cc(C)c3C#N)CC2)cc1,-1.9,0.0,-8,2.7,-2,-22,20,6,-0.2
COc1ccc(NC(=O)CCNC(=O)c2ccco2)cc1S(=O)(=O)N(C)C,-2.8,-0.5,1,0.7,-5,10,2,13,-0.5
Oc1ccc(-c2nnc(Nc3ccccc3)c3ccccc23)cc1,-0.3,2.0,-3,0.8,15,14,-1,-3,0.3
O=C(Nc1cccc(Cl)c1)NC1CCN(C2CCCCC2)C1 (configuration not stated),-3.5,0.4,6,-2.9,2,11,1,-1,1.0
COCCNC(=O)C(c1ccccc1C)N(C(=O)Cn1nnc2ccccc21)c1cccnc1 (configuration not stated),-4.2,-0.4,0,1.8,0,7,5,-8,-0.6
Cc1cccc2c1-c1sc(C(=O)NCCCN3CCCC(C)C3)cc1CO2 (configuration not stated),-14,-0.2,-3,-1.8,-11,-378,+,22,1.4
CC(=O)Nc1ccc(S(=O)(=O)c2ccc(N)cc2)cc1,-3.6,-0.2,-8,-1.9,6,2,1,-6,1.0
Cc1ccc(CNC(=O)C2CC(c3cc(C(F)(F)F)cc(C(F)(F)F)c3)=NO2)o1 (configuration not stated),0.4,0.1,2,-1.0,8,17,0,12,1.3
Cc1nc2c(cc1NC(=O)c1ccccc1)nc(C)n2Cc1ccccc1,-2.4,-3.3,-1,-2.6,-1,-7,0,7,-0.8
CC(C)c1ccc(NC(=O)C(c2ccc3c(c2)OCO3)N2CCCCC2)cc1 (configuration not stated),-0.2,0.7,-6,-0.7,-1,20,1,6,-0.1
O=C(O)c1ccc(N/N=C/C(Br)=C/c2ccccc2)cc1,u,0.3,-3,0.9,1,9,1,66*,0.4
CN(C)c1ccc(C2/C(=C(/O)c3ccc(Br)cc3)C(=O)C(=O)N2C)cc1 (configuration not stated),x,0.0,-3,2.2,-10,6,-1,10,1.0
# Further structures
SMILES,FadD28 FP inh,BoNT-A LC inh2,BoNT-F LC inh,Mtb UGM inh,PrPC TRFRET,CCHFV vOTU inh,Mtb FBA inh,GDH-TPI counter,Mtb BioA inh
Nc1ncc(S(=O)(=O)c2ccc(Cl)cc2)c(N)n1,0.2,-4.4,-5,1.0,-6,-3,0,3,0.6
CCC(C)NC(=O)CSc1nc2cc3c(cc2c(=O)n1Cc1ccco1)OCO3 (configuration not stated),-2.0,0.5,-4,x,-1,-8,-2,-3,x
CC(=O)c1ccc(Oc2ncnc(N)c2[N+](=O)[O-])cc1,-1.8,-3.5,4,-2.1,4,13,0,-4,0.8
Cn1c(=O)c2c(nc(N/N=C/c3ccncc3)n2Cc2ccccc2)n(C)c1=O,2.2,-3.4,u,-3.6,-10,7,-1,59*,7.1
CCCn1c(=O)c(C(=O)NNC(=O)c2ccccc2Cl)c(O)c2ccccc21,-2.5,-0.7,2,-1.7,-1,-11,1,6,-5.7
Cc1ccc(NC(=O)Cc2c(C(=O)O)n(C)c3ccccc23)cc1F,1.1,0.1,4,1.0,0,-3,3,1,x
Cc1cnc(NC2=NCCC2)s1,-0.4,-1.0,-7,3.1,2,-8,-1,10,x
O=[N+]([O-])c1c(NCc2ccccc2)cc(N2CCc3ccccc3C2)c2nonc12,-4.8,0.8,-2,1.1,-1,3,-3,14,1.0
COc1c(C)cc(S(=O)(=O)NCc2ccco2)c(C)c1C,-4.2,0.4,-2,0.8,5,-3,-4,-8,-0.2
O=C(CN1CCC(n2nnc3cc(F)ccc32)CC1)NCCc1nc2ccccc2[nH]1,-3.2,1.5,-7,1.2,-5,-3,-3,-2,0.4
CC(C(=O)N1CCCC1)N1CCN(S(=O)(=O)c2ccc(OC(F)(F)F)cc2)CC1 (configuration not stated),-1.5,0.0,-6,-1.3,6,-4,4,7,-0.6
O=C(CN1C(=O)c2ccccc2C1=O)Oc1ccc(Cl)cc1,-3.1,-3.2,-33,-3.6,5,-3,1,-2,2.4
O=C(Nc1ccccc1C(=O)O)/C(=C/c1ccc(Cl)cc1Cl)NC(=O)c1ccco1,1.0,0.8,u,2.4,6,24,2,14,1.4
CNC(=O)NC(=S)NC(=O)c1cccc(Cl)c1,0.1,-1.1,-2,1.5,-7,-7,0,12,x
O=C(CCl)N(C1CCCC1)C1CCS(=O)(=O)C1 (configuration not stated),0.1,0.7,-2,0.2,5,-3,-2,4,-1.0
CCN(CC)C(=O)c1ccc(N)cc1,-2.1,0.4,-3,1.8,0,6,4,1,-0.5
CCOc1ccccc1C(=O)Nc1cc(=O)n(C)c(=O)n1C,-0.7,-0.2,-5,-1.4,-5,-4,0,8,-1.8
CCOc1cc(C(=O)N/N=C/c2ccsc2)cc(OCC)c1OCC,-3.9,0.4,4,-0.5,6,-9,-5,0,x
CC(C)=CCN1CCN(Cc2ccc(C)s2)CC1CCO (configuration not stated),-4.5,-0.1,-3,-1.6,-2,-1,-1,-3,x
COc1ccc(C(=O)NC(=S)Nc2ccc(Cc3ccncc3)cc2)cc1,-0.8,-0.9,-4,-0.2,19,23,1,3,x
CC(C)CCNC(=O)C(C)N(C(=O)Cn1nnc(-c2ccc(F)cc2)n1)C1CCCC1 (configuration not stated),-1.0,-1.1,-1,3.2,5,-7,-1,11,x
CC1(C(=O)NS(=O)(=O)C2CC2)CCCN(C(=O)c2ccccc2)C1 (configuration not stated),-1.7,0.2,-3,x,-3,-8,2,9,0.1
CCC1CCCCN1C(=O)CSc1nnc(-c2cccs2)o1 (configuration not stated),-3.7,0.3,-2,0.9,-15,3,1,-8,26
CCCCCCCC1CC(/C(C)=N/NC(N)=O)OC1=O (configuration not stated),-2.8,-0.8,1,1.5,5,15,-1,-2,-3.0
CCOC(=O)C1CCN(S(=O)(=O)c2ccc(OC)c(Cl)c2Cl)CC1,-4.9,-0.5,-8,0.3,8,5,2,-3,0.8

# Part of the list above, with two lines to a compound:
# Values run as follows: FadD28 FP inh | BoNT-A LC inh2 | BoNT-F LC inh | Mtb UGM inh | PrPC TRFRET | CCHFV vOTU inh | Mtb FBA inh | GDH-TPI counter | Mtb BioA inh
CCC1CCCCN1C(=O)CSc1nnc(-c2cccs2)o1 (configuration not stated)
 : -3.7 | 0.3 | -2 | 0.9 | -15 | 3 | 1 | -8 | 26
CCCCCCCC1CC(/C(C)=N/NC(N)=O)OC1=O (configuration not stated)
 : -2.8 | -0.8 | 1 | 1.5 | 5 | 15 | -1 | -2 | -3.0
CCOC(=O)C1CCN(S(=O)(=O)c2ccc(OC)c(Cl)c2Cl)CC1
 : -4.9 | -0.5 | -8 | 0.3 | 8 | 5 | 2 | -3 | 0.8

# Limited to Mtb BioA inh and CCHFV vOTU inh, for some of the entries so far:
SMILES	Mtb BioA inh	CCHFV vOTU inh
CC1(C(=O)NS(=O)(=O)C2CC2)CCCN(C(=O)c2ccccc2)C1 (configuration not stated)	0.1	-8
O=C(CCl)N(C1CCCC1)C1CCS(=O)(=O)C1 (configuration not stated)	-1.0	-3
Cc1cnc(NC2=NCCC2)s1	x	-8

# Carrying on:
SMILES,FadD28 FP inh,BoNT-A LC inh2,BoNT-F LC inh,Mtb UGM inh,PrPC TRFRET,CCHFV vOTU inh,Mtb FBA inh,GDH-TPI counter,Mtb BioA inh
Cc1cccc(Oc2ccc(NC(=O)c3ccccc3C(=O)O)cc2)c1,-9.9,-0.5,-4,0.8,1,8,2,0,-1.5
Cc1nnc(NC(=O)CSc2nnc3ncccn23)s1,x,-2.6,-9,0.4,-2,15,-1,6,-0.8
O=C(N/N=C/c1cc(Br)c(O)c(Br)c1)C1CC1,-1.7,2.2,22,0.3,3,0,3,31*,-0.9
Cc1ccc(S(=O)(=O)Nn2c(C)ccc2C)cc1,0.4,1.0,-8,0.2,4,9,0,7,0.8
N/C(=N\OC(=O)c1cccc(Cn2cc(C(F)(F)F)ccc2=O)c1)c1ccc(Cl)cc1,-2.6,1.0,u,2.5,-10,4,1,-2,4.2
CCCCn1c(N)c(N(CCOC)C(=O)CCCc2cccs2)c(=O)[nH]c1=O,-1.9,-0.2,0,-1.0,-5,11,2,-4,x
COc1ccc(OC)c(-n2c(O)c(C=NCc3ccc4c(c3)OCO4)c(=O)[nH]c2=O)c1,-0.2,-1.3,-3,-0.4,8,-2,-2,10,0.8
CCSc1ccccc1C(=O)NCc1ccc(S(N)(=O)=O)cc1,-1.0,-0.6,-2,-1.2,-2,-5,0,0,x
COc1ccc(C2C(C#N)=C(/N=C/N3CCN(C)CC3)OC3=C2C(=O)CC(C)(C)C3)cc1 (configuration not stated),-1.0,0.1,-8,-1.0,-2,11,1,18,x
CC(SCc1nc2sc3c(c2c(=O)[nH]1)CCCC3)C(=O)Nc1ccccn1 (configuration not stated),-0.9,2.0,1,-0.5,-1,-10,37*,6,-0.3
O=C(CCCC(=O)NCc1ccc(F)cc1)NCc1ccc(F)cc1,-4.6,-0.7,5,1.5,6,4,2,-1,x
COc1ccc(-c2cnc3c(NC(C)=O)cc(-c4cccc(C(=O)NCCN(C)C)c4)cn23)cc1OC,-2.4,-0.4,-9,x,-18,6,5,7,4.3
CN(C)c1ccc(/C=N/NC(=O)c2ccc(Cn3cc(Br)cn3)o2)cc1,0.4,-0.3,-1,3.2,-2,14,1,31*,x
CC(C)(C)c1ccc(C(=O)NN2C(=O)CSC2=S)cc1,-0.2,-0.7,-2,1.4,-4,2,8,21,-0.5
O=C1CC(c2cccc(Cl)c2)CC(O)=C1C=NCCCO (configuration not stated),0.2,0.3,4,-2.9,3,27,-2,4,-2.0
Cc1cc(C(=O)NNS(=O)(=O)c2ccc(F)cc2)nn1C(C)(C)C,-1.2,2.3,u,-0.5,-2,-10,0,-2,-0.3
COc1ccc(C(=O)Nc2cccc3ccccc23)cc1,-1.8,1.6,-19,-0.9,-5,1,0,4,-0.4
Cc1cc(C)c(C)c(S(=O)(=O)N2CCN(C(=O)c3ccco3)CC2)c1C,-0.7,0.2,-9,1.4,6,-10,0,2,-0.2
Cc1cc(-n2c(=O)c(C#N)cc3c(=O)n4ccccc4nc32)no1,-2.0,-0.1,3,1.7,-30,-298,+,11,x
O=C(Nc1ccccn1)c1ccc(Br)s1,1.5,-1.2,19,-0.4,20,1,1,-1,-1.6
COc1ccc2oc(=O)cc(CN3CCN(Cc4ccccc4)CC3)c2c1,-3.5,-0.9,-3,x,-4,0,-1,-7,-1.2
O=C(O)Cn1nc(-c2ccc(Cl)cc2)ccc1=O,-1.5,0.8,u,1.7,0,-17,4,1,x
O=C(NCc1ccccn1)c1cc(-c2ccccc2)on1,1.1,-0.4,7,0.1,-1,-12,3,5,-1.5
